BLM inh: qHTS Assay for Inhibitors of Bloom's syndrome helicase (BLM) | RecQ-like DNA helicase BLM (Homo sapiens), P54132 | recombinant BLM DNA unwinding, fluorescence dequenching | Potency, µM (highest dose often 56.1 µM), for inactives: at the top dose activity change, negative = inhibition, usual class: inhibitors | 350,000 compounds, 0.2% hits | AID 2528, 2010;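 note: plate controls were vehicle for no effect and no enzyme for full effect; nearly all actives have a fitted effect of over 35% in size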
APEX1 inh: qHTS Assay for Inhibitors of the Human Apurinic/apyrimidinic Endonuclease 1 (APE1); recombinant APE1, TAMRA/BHQ-2 abasic DNA cleavage fluorescence; Potency, µM (top dose mostly 65.8 µM), without a hit: at the top dose activity change, negative = inhibition, most hits filed as inhibitors; DNA repair nuclease/redox regulator APEX1 (Homo sapiens), P27695; 350,000 compounds, 0.35% hits;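 note: plate controls were vehicle for no effect and reference inhibitor for full effect; nearly all actives have a fitted effect of over 55% in size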
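Enzyme (0.75 nM final) and test compound are incubated 15 min at room temperature before adding 50 nM quenched THF abasic-site duplex. Cleavage dequenches TAMRA, followed at 525/598 nm over three reads one minute apart.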
G9a inh: qHTS Assay for Inhibitors of Histone Lysine Methyltransferase G9a; 350,000 compounds, 8.8% hits; Potency, µM (series often up to 102 µM), without a hit: at the top dose activity, negative = inhibition, actives largely listed as inhibitors; G9a H3K9 monomethylation, AlphaScreen, 2 h; note: % is set by controls: 0 for no effect and ±100 for the full control effect; nearly all actives have a fitted effect of over 75% in size
Target sequence (Q96KQ7 913-1193 limits assumed): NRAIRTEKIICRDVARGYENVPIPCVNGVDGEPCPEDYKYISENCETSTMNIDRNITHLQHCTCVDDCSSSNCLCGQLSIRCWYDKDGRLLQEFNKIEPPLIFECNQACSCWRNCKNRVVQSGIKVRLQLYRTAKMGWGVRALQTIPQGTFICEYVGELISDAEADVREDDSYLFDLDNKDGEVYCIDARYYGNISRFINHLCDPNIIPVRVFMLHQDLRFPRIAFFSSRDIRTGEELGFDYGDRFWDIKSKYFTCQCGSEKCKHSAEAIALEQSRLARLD
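G9a (20 nM) was preincubated 15 min with compound, then reacted 2 h at room temperature with 500 nM biotin-H3K9 peptide and 20 µM SAM. Monomethyl-H3K9 detected by AlphaScreen using anti-H3K9me1 antibody.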
Pol iota inh: qHTS for Inhibitors of Polymerase Iota | Potency, µM (doses to about 115 µM), for inactives: at the highest dose activity, negative = inhibition, usual class: inhibitors | Pol iota fluorescent replication assay, 10 min | 390,000 compounds, 1% hits | AID 588590, 2011
Target sequence (Q9UNA4 whole entry, looked up): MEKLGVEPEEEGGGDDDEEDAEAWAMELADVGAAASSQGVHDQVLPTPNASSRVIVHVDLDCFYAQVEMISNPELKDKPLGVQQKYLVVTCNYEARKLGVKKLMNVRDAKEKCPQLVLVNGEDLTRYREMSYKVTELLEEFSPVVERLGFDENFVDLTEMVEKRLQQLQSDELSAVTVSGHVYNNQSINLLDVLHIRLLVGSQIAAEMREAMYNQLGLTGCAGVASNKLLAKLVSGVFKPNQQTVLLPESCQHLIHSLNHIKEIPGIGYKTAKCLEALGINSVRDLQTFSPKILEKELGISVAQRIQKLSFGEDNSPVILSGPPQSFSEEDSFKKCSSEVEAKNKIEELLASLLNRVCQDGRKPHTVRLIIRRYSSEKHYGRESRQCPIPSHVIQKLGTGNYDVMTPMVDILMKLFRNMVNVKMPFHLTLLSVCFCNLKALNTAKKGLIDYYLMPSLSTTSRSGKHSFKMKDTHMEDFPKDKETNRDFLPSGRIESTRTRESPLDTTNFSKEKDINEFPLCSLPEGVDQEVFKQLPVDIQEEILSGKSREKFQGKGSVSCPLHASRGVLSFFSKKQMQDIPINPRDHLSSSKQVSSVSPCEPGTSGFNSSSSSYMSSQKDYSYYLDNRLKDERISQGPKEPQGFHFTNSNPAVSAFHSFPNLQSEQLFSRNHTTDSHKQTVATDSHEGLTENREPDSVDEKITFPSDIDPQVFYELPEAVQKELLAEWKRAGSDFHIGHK
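Pol iota at 10 nM preincubated 15 min with compounds at room temperature; reaction started with fluorescent substrate, 50 nM final. Fluorescence read kinetically at 0 and 10 min; buffer-only wells as negative control.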
Pol kappa inh: qHTS for Inhibitors of Polymerase Kappa. purified Pol kappa, fluorescent DNA synthesis assay, 10 min. DNA polymerase kappa (Homo sapiens), Q9UBT6. Potency, µM (doses to about 107 µM), for inactives: top-dose activity, negative = inhibition, usual class: inhibitors. 400,000 compounds, 0.53% hits. AID 588579, 2011; note: % is set by controls: 0 for no effect and ±100 for the full control effect
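Fluorescent qHTS in 1536-well format: enzyme (10 nM) and compound sat 15 min at room temperature before 50 nM substrate (final) was added. Signal taken at 0 and 10 min; no-enzyme buffer wells were negative controls.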
BAZ2B inh: qHTS Assay for Inhibitors of BAZ2B; Bromodomain adjacent to zinc finger domain protein 2B (Homo sapiens), Q9UIF8; AlphaScreen BAZ2B-H3K14Ac peptide displacement; Potency, µM (highest dose often 114 µM), for inactives: at the top dose activity change, negative = inhibition, hits mostly inhibitors; 360,000 compounds, 4.4% hits; note: % is set by controls: 0 for no effect and ±100 for the full control effect; nearly all actives have a fitted effect of over 60% in size
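Protein-peptide AlphaScreen: BAZ2B 50 nM, b-H3K14Ac 50 nM, 1x PBS pH 7.4 + 0.01% Tween-20. Preincubation 30 min RT; cpd 30 min RT (top 110 uM); beads 20 min RT, light-protected.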
POLH inh: qHTS for Inhibitors of Polymerase Eta | recombinant Pol eta, fluorescent DNA replication assay | Potency, µM (doses to about 114 µM), for the others: at the top dose activity change, negative = inhibition, actives largely listed as inhibitors | 390,000 compounds, 1.2% hits | AID 588591, 2011; note: % is set by controls: 0 for no effect and ±100 for the full control effect
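Fluorescent replication assay: 50 nM final substrate added after a 15 min room-temperature compound preincubation with 10 nM enzyme. Signal taken at 0 min and again at 10 min.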
Pol beta inh: qHTS Assay for Inhibitors of DNA Polymerase Beta; 340,000 compounds, 1.3% hits; Potency, µM (highest dose often 114 µM), without a hit: top-dose activity change, negative = inhibition, hits mostly inhibitors; P06746; Pol beta primer extension/strand displacement, fluorescence kinetic; note: % is set by controls: 0 for no effect and ±100 for the full control effect
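10 nM enzyme + cpd, 15 min RT; start with substrate 50 nM final; read 0 min and after 10 min RT. Corrected, normalized data; 4-parameter Hill curve fit.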
Apoferritin bind: qHTS Assay for Identification of Novel General Anesthetics; apoferritin/1-aminoanthracene competitive binding, fluorescence; Potency, µM (top dose mostly 77.5 µM), without a hit: at the highest dose activity change, negative = displacement, most hits filed as inhibitors; 350,000 compounds, 0.074% hits; note: % is set by controls: 0 for no effect and ±100 for the full control effect; nearly all actives have a fitted effect of over 20% in size
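In PBS, apoferritin at 10 uM is loaded with 1-AMA from a 50% saturated solution. After 10 min of compound exposure at ambient temperature, reduced 535 nm fluorescence indicates probe displacement.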
An asterisk follows results filed as active; ? = inconclusive; nt = not tested or not shown; & = joins results of further samples; [ ] = dose if it differs, or a comment. Calls come from the whole dose curve; as a rule, active = well fitted curve in the direction sought with a large enough effect; inconclusive = small, poorly fitted or top-dose-only effect, or another doubt; inactive = no such curve, though single readings can be large; an effect the other way counts as inactive or inconclusive. Potency is the fitted concentration of half-maximal effect. This is a subset; the hit share may differ from the screen's.

SMILES | BLM inh | APEX1 inh | G9a inh | Pol iota inh | Pol kappa inh | BAZ2B inh | POLH inh | Pol beta inh | Apoferritin bind
CCNC(=O)c1ccccc1-c1nc(-c2ccccc2OC)no1 | 0% | -1% | -9% | 20% | 1% | -2% | -18% | -6% | 2%
CCOC(=O)c1c(S(=O)(=O)N2CCCC(C(=O)Nc3ccccn3)C2)c(C)n(C)c1C (stereo unspecified) | -3% | nt | 4%[59 µM] | -1% | -2%[60.1 µM] | -9% | 8% | 2% | -10%
Cc1ccc(OCC(=O)NNC(=O)c2cc3ccccc3o2)cc1 | -10% | -1% | 3% | -6% | -2% | -25% | 15% | ? | -10%
c1ccc(-c2csc(=Nc3cccnc3)n2CC2CCCO2)cc1 (stereo unspecified) | -9% | -2% | ? | -10% | -5% | ? | -24% | 1% | -16%
Cc1cc(C)n(-c2ccc(C(=O)Nc3ccc4c(c3)OCO4)cc2)n1 | -4% | 3% | -14% | 24% | -6% | -22% | -17% | 0% | ?
COc1ccc(C)cc1NC(=O)C(NCC1CCCO1)c1ccccc1 (stereo unspecified) | -4% | -4% | 6%[59 µM] | 9% | 0% | 3% | -2% | -1% | -9%
C[C@@]12C(=O)N(Cc3ccccc3)CC(=O)N1[C@H]1c3cc(Cl)ccc3OC[C@@H]1[C@@H]2c1ccccc1 | nt | -1% | 7%[2.33 µM] | 21% | 2% | -11% | -3% | nt | nt
Cc1ccc(NC(=O)COC(=O)[C@@H]2CC(O)CN2S(=O)(=O)c2ccc3c(c2)OCCO3)cc1 (stereo partly specified) | nt | 38% | nt | 17% | -7% | nt | -19% | nt | nt
CCc1ccc2c(c1)C(c1ccncc1)=NNC(c1ccccc1)=N2 | -2% | 3% | 9% | 21% | -8% | ? | -17% | 5% | -23%
O=C(Nc1cccc2c1C(=O)NC2=O)c1cccnc1Cl | -5% | -3% | 5% | 18% | 0% | 0% | -2% | -1% | 2%
COc1ccc(C(=O)CC(=O)C(=O)Nc2cccc(C(C)=O)c2)cc1 | -4% | 55%[activator] | -15% | -8% | 1% | -24% | -14% | -25% | 1%
CSCCC(NC(=O)c1ccco1)C(=O)NCC1CCCCC1 (stereo unspecified) | nt | -4% | 3%[12.7 µM] | 1% | -6% | 14% | 4% | nt | nt

Filtered by structure: the compounds so far containing an aryl methoxy group (3)
SMILES | BLM inh | APEX1 inh | G9a inh | Pol iota inh | Pol kappa inh | BAZ2B inh | POLH inh | Pol beta inh | Apoferritin bind
CCNC(=O)c1ccccc1-c1nc(-c2ccccc2OC)no1 | 0% | -1% | -9% | 20% | 1% | -2% | -18% | -6% | 2%
COc1ccc(C)cc1NC(=O)C(NCC1CCCO1)c1ccccc1 (stereo unspecified) | -4% | -4% | 6%[59 µM] | 9% | 0% | 3% | -2% | -1% | -9%
COc1ccc(C(=O)CC(=O)C(=O)Nc2cccc(C(C)=O)c2)cc1 | -4% | 55%[activator] | -15% | -8% | 1% | -24% | -14% | -25% | 1%

Next section:
SMILES | BLM inh | APEX1 inh | G9a inh | Pol iota inh | Pol kappa inh | BAZ2B inh | POLH inh | Pol beta inh | Apoferritin bind
CCN(C(=O)COC(=O)CSc1ccccc1)c1c(N)n(Cc2ccccc2)c(=O)[nH]c1=O | nt | 49%[activator] | ? | 28% | -9% | -1% | -2% | nt | nt
COc1ccc(CNC(=O)CCCN2C(=O)CSc3c2c(C)nn3-c2ccccc2)cc1 | 1% | nt | 6%[59 µM] | 15% | -16% | -8% | -17% | 0% | -5%
CC1CCCN(C2=C(NS(=O)(=O)c3ccc(Br)cc3)C(=O)c3ccccc3C2=O)C1 (stereo unspecified) | -10% | 4% | ? | 26% | 0% | 3.5µM* | -4% | 10% | -21%
O=C(c1ccco1)N1CCN(S(=O)(=O)/C=C/c2ccccc2)CC1 | -1% | 8% | -37% | 6% | 1% | nt | -14% | 5% | -5%
CC(=O)Nc1ccc(NC(C)=O)s1 | -1% | 10% | ? | 1% | -20% | -6% | -3% | 33% | 2%
COc1cccc(OC)c1NC(=O)Cn1nc(-c2ccc3c(c2)OCCO3)ccc1=O | 1% | 4%[12.4 µM] | 15%[59 µM] | 107%[activator] | 0% | 1% | -8% | -8% | -2%
CCCCOCc1cc(CN2CCN(c3cccc(Cl)c3)CC2)c(O)c2ncccc12 | -4% | nt | -2%[59 µM] | 34%[activator] | 8% | 5.6µM* | nt | 15% | -1%
O=C(NCc1ccc2c(c1)OCO2)c1ccc(CSCc2ccc(Cl)cc2)o1 | -9% | -2% | -50% | -23% | -5% | -32% | -27% | -1% | -3%
CCn1c2ccccc2c2cc(NC(=O)CSc3nnc(-c4ccccc4)o3)ccc21 | 2% | -7% | 22%[12.7 µM] | 3% | -12% | 12% | -8% | ? | -7%
CC(=O)N1c2ccc(S(=O)(=O)N3CCC(C(=O)Nc4cccc(Cl)c4)CC3)cc2CC1C (stereo unspecified) | -4% | 1% | 28%[59 µM] | 13% | 13% | -20% | -5% | 65% | 7%
CC(=O)c1ccc(-c2cccc(-c3cc(=O)oc4ccc(C(C)(C)C)cc34)c2)cc1 | -7%[75.6 µM] | 7%&-7% | 14%[59 µM] | 42%[activator] | 4% | nt | -19% | nt | -24%[110 µM]
O=C(Cn1cnc2c(nnn2-c2cccc(F)c2)c1=O)Nc1ccc2c(c1)OCCO2 | -5% | 16% | 62%[activator] | 12% | -11% | -17% | 1% | 22% | -10%
O=C(CN(c1ccc(Cl)c(C(F)(F)F)c1)S(=O)(=O)c1ccccc1)Nc1cccnc1 | -12% | nt | ? | ? | ? | -39% | -18% | -25% | -10%
CC1(C)COC(Cn2c3ccccc3c3ccccc32)O1 (stereo unspecified) | -7% | 1% | 230%[activator] | -5% | -6% | 68%[activator] | -14% | -1% | -9%
O=C(CSc1ncn(-c2ccccc2)n1)N1CCc2ccccc21 | 0% | 3% | ? | -10% | -6% | -3% | -4% | -26% | -18%
CCN1CCN(c2ncc3c(n2)CCN(Cc2sccc2C)C3)CC1 | 22% | nt | 18µM* | 3% | -3%[60.1 µM] | ? | 6% | 17% | -13%
O=C(NC(=O)c1ccccc1)OCCN1C(=O)c2ccccc2C1=O | -5% | -1% | -1% | 12% | 5% | -2% | -2% | -18% | -5%
O=C(c1ccccc1)N1CCC(O)(c2ccc3c(c2)OCO3)CC1 | 1% | -3% | 2%[59 µM] | -9% | 11% | 0% | -9% | 16% | -8%
O=[N+]([O-])c1ccc(Nc2ccc(Cl)cc2)nc1 | 0% | 3% | 8% | 24% | -4% | -1% | -20% | -25% | -2%
COc1ccc2c3c(cccc13)N(C)N=C2C | -11% | -8% | ? | 3.2µM* | -27% | 8% | ? | 1% | 31%[activator]
Cc1ccc(NC(=O)c2sccc2-n2cccc2)c(Cl)c1 | -15% | 35%[activator] | 7% | 15% | 3% | 11% | -15% | 15% | ?
NC(=O)c1ccc(C(=O)N/N=C(/Cc2ccccc2)c2ccccc2)cc1 | -1% | -11% | -7% | 23% | -4% | 1% | -14% | -4% | ?
COc1cccc(-c2nnn(CCC(=O)O)n2)c1 | -3% | 0% | -6%[59 µM] | 9% | -7% | 3% | 5% | 0% | -8%
C=CCOc1ccc(CC(=O)O)cc1Cl | 1%&5% | -4%&0% | 27%[59 µM] | nt | 11%&-5%[60.1 µM] | nt | nt | nt | -5%&0%
Cc1ccccc1NC(=O)Cn1c(=O)n(CCC(=O)N2CCc3ccccc3C2)c(=O)c2ccccc21 | -11% | nt | 10%[59 µM] | 1% | -20% | -26% | -8% | -27% | -9%
Cc1noc(C)c1CSCC(=O)Nc1cc(C(F)(F)F)ccc1N1CCOCC1 | nt | -16% | -7%[12.7 µM] | 3% | -3% | -6% | -5% | nt | nt
C/C(=N\Nc1ncc(Cl)cc1Cl)c1ccccn1 | -4% | -3% | 45µM* | 90%[activator] | -6% | 22µM* | -14% | 37% | -10%
O=C(CSc1nnc(COc2ccc(Cl)cc2)o1)N1CCN(c2ccccc2)CC1 | -2% | 1% | ? | 1% | 3% | 0% | -6% | -16% | -6%
Cc1ccc(C(=O)N/C(=C/c2cccs2)C(=O)NCCCn2ccnc2)cc1 | 2% | ? | 0% | 39%[activator] | -4% | -7% | -12% | 73% | -1%
CCCCOc1ccc(C2C(=O)N(C3CCCCC3)CC(=O)N2CCCC)cc1 (stereo unspecified) | -1% | nt | 7%[59 µM] | 18% | -2%[60.1 µM] | 13% | -5% | 87% | -8%
Cc1ccc(NC(=O)CCCn2c(=S)[nH]c3ccsc3c2=O)cc1C | -2% | 33%[activator] | 8% | 35%[activator] | 4% | -11% | -2% | -12% | -3%
C/C=C/C(O)c1ccc2ccccc2c1 (stereo unspecified) | 0%&-5% | 60%&0% | 25% | -5% | -3% | 0%[57.1 µM] | nt | 9% | ?
Fc1ccc(/C=N\Nc2cccc(F)c2)cc1 | 1% | 0% | nt | 25% | -9% | 3% | -3% | 32% | -15%
Cc1ccc(CNC(=O)C2CCCN2C(=O)Nc2cccc(Cl)c2)cc1 (stereo unspecified) | 0% | 1% | nt | 18% | 10% | -4% | -11% | 11% | -4%
COc1ccc(NC(=O)Nc2ccccc2F)c(C)c1 | 2% | -2% | 19% | 25% | -2% | 24% | -14% | 4% | 0%
O=C(NC(=S)NCCCN1CCOCC1)c1cccc2ccccc12 | -1% | 2% | 3% | 152%[activator] | -11% | -32% | -1% | 8% | -12%
Cc1ccc(NC(=O)CSc2nc3n[nH]c(C)c3c(=N)n2-c2ccccc2C)cc1C | -3% | nt | -14%[59 µM] | ? | -15%[60.1 µM] | -1% | 20% | -3% | -8%
COc1ccc(N2CCN(C(=S)Nc3cccc(OC)c3)CC2)cc1 | -13% | 18% | 4% | 30% | -3% | -8% | -12% | 20% | -2%

High-throughput results: PubChem, National Center for Advancing Translational Sciences (NCATS)
